STK33 inh – inhibitors of purified STK33 kinase, primary screen, biochemical, ADP-Glo luminescence, homogeneous, cell-free; MBP phosphorylation; inhibition, % at 10 µM; 0.073% of 320,000 active; AID 2661, 2010;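 active = inhibition at or above 25%, using the most active replicate where run in duplicate; inactive = inhibition below 25%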
Target sequence (Q9BYT3 whole entry, looked up): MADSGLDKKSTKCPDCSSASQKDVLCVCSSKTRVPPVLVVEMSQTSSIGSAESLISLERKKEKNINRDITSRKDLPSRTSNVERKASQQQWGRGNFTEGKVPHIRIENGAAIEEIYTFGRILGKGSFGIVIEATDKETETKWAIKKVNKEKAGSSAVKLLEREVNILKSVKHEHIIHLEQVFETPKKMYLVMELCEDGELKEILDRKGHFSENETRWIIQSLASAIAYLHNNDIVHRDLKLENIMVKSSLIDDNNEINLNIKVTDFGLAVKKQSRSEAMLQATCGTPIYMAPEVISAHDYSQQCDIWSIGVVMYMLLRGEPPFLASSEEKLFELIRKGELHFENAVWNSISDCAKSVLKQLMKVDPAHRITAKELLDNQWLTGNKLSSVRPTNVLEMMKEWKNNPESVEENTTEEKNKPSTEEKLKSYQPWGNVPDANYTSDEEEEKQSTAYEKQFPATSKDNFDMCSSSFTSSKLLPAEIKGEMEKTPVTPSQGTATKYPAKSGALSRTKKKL
OX1R FRET antag – antagonists of human orexin 1 receptor (OX1R); Orexin/Hypocretin receptor type 1 (Homo sapiens), O43613; 1.8% of 330,000 active; AID 485270, 2010; OX1R-expressing cells, FRET antagonist read-out; inhibition, % at 6.6 µM; in the data active = inhibition mostly above about 38%, no sharp cut-off; inactive = mostly below about 40%;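 also: 0% = agonist challenge alone and 100% = reference antagonist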
Target sequence (O43613 whole entry, looked up): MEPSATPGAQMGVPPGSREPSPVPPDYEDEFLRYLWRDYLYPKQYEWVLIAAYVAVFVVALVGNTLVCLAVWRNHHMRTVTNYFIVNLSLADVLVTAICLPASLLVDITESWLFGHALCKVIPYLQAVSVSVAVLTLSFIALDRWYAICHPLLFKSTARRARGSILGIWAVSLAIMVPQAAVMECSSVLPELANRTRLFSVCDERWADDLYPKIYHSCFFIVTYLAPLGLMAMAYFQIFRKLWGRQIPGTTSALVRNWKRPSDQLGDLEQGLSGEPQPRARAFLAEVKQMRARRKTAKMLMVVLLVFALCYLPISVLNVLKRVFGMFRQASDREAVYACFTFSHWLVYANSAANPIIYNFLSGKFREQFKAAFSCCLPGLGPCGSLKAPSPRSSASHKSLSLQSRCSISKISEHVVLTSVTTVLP
* = called active by the depositor; nt = not tested or not shown.

Order of values: STK33 inh	OX1R FRET antag
O=S(=O)(c1ccccc1)N1CCN(c2nc3ccccc3s2)CC1
    1.2	-3
CCCCC(CCC(=O)Nc1ccn(-c2ccccc2)n1)C(=O)O (stereo unspecified)
    0.1	7
Cc1ccc(-n2[nH]c(C)c(/C=N/c3ccccn3)c2=O)cc1
    -2.1	9
CCNC(=O)NC(=O)C(C)Sc1ccc2c(c1)OCCO2 (stereo unspecified)
    -0.9	26
O=C(c1cc([N+](=O)[O-])ccc1N1CCN(S(=O)(=O)c2ccc(Cl)c(Cl)c2)CC1)N1CCOCC1
    -0.2	17
COCCNc1nc(Cl)c(C#N)s1
    -0.7	16
O=C(CSc1nnc(-c2ccc([N+](=O)[O-])cc2)o1)Nc1ccccn1
    0.8	21
Cc1ccc(CNC(=O)CO/N=C/c2ccc(C(C)(C)C)cc2)cc1
    -0.5	33
O=C(Cn1cnc2ccccc21)c1ccc(Cl)cc1
    -0.1	-7
COc1ccc(/C(N)=N/OC(=O)CCCc2ccccc2)cc1
    0.2	18
Cc1ccc(OCC(=O)O/N=C(\N)Cc2ccc([N+](=O)[O-])cc2)cc1C
    -1.3	1
C=C(C)C1Cc2cc3ccc(=O)oc3cc2O1 (stereo unspecified)
    0.4	10
C/C(=N\NC(=O)c1cccc(N/N=C(\C)c2ccc([N+](=O)[O-])cc2)c1)c1ccc([N+](=O)[O-])cc1
    -2.3	28
CC(=O)NC(CC(=O)OC(C)C(=O)Nc1ncc(Cl)cc1Cl)c1ccccc1 (stereo unspecified)
    -0.2	6
COc1ccc(NC(=O)C2CC(=O)OC2(C)C)cc1 (stereo unspecified)
    -3.4	10
Cc1n[nH]c(=S)n1/N=C/c1ccc(-c2ccc(Cl)cc2)o1
    -0.5	40
Cn1nc2c(c1C(=O)O)CCCC2
    -3.0	18
CCN(CC(=O)NC1CCS(=O)(=O)C1)C(=O)C(c1ccccc1)c1ccccc1 (stereo unspecified)
    -1.7	3
Cn1nccc1C(=O)N(CCN1CCCCC1)CC1CCCN(C2CCCC2)C1 (stereo unspecified)
    -0.4	5
COc1ccccc1/C=C/CN1CCC(Oc2ccc(C(=O)N3CCCCC3)cc2)CC1
    -1.2	2
CSCCC(NS(=O)(=O)c1ccccc1F)C(=O)OCc1ccccc1Cl (stereo unspecified)
    -1.5	18
O=C(NCCCn1ccnc1)C1CCN(S(=O)(=O)c2ccc(F)cc2)CC1
    -0.4	3
Cc1ccn2cc(C(=O)N3CCCC(Nc4ccc(F)cc4)C3)nc2c1 (stereo unspecified)
    -0.8	14
COc1ccccc1C(=O)Nc1ccc(Cc2ccncc2)cc1
    5.9	15
CCN1CCN(S(=O)(=O)c2ccc(Cl)c(C(=O)NC(C)(C)C)c2)CC1
    -0.4	6
CCN(CC)CC(=O)Nc1ccc2c(c1)Nc1ccccc1CC2
    1.7	15
O=C(COC(=O)c1cccs1)NCC1CCCO1 (stereo unspecified)
    0.2	7
COc1ccc(CCn2c(C3CCCCC3)nc3c(c(=O)c4ccccc4n3C)c2=O)cc1OC
    1.1	0
Cc1ccc(NC(=O)CCNS(=O)(=O)c2ccc3[nH]c(=O)oc3c2)cc1F
    0.3	12
Oc1ccccc1N1CCN(c2ncnc3scc(-c4ccc(F)cc4)c23)CC1
    0.9	12
CCOCCn1c(SCC(=O)OCc2ccccc2)nc2c1c(=O)[nH]c(=O)n2C
    -0.9	12
O=C1NC(NS(=O)(=O)c2ccccc2)(C(F)(F)F)C(=O)N1Cc1cccnc1 (stereo unspecified)
    1.9	7
Cc1ccc(-c2csc(NCCc3nc4cc(Cl)c(Cl)cc4n3CCCO)n2)cc1
    0.6	23
O=C1NC2=C(CCc3ccccc32)C(c2ccc(Br)cc2)N1 (stereo unspecified)
    -0.6	23
CCSc1nnc(-c2cccc(S(=O)(=O)N(C)C)c2)n1-c1cc(OC)ccc1OC
    -2.7	9
Cc1ccc2[nH]c3c(=O)n(CC(=O)N4CCN(C)CC4)ncc3c2c1
    0.6	8
C/C(=N\NC(=O)C1CC1)c1ccc2c(c1)OCCO2
    -1.2	21
CCCOc1cccc(C(=O)Nc2ccc(Br)cc2F)c1
    0.7	7
O=C(NC1CCCCC1)C(c1ccncc1)N(Cc1ccc(F)cc1)C(=O)c1ccccn1 (stereo unspecified)
    -0.2	4
O=C(CNC(=O)c1ccc(Cl)cc1)c1ccccc1
    -2.7	2
CCOC(=O)c1ccc(N2CN(C3CCCCC3)CNC2=S)cc1
    -1.1	9
COc1cccc(C(=O)NCCNC(=O)c2ccco2)c1
    -0.9	6
CCOc1ccc2nc(SCC(=O)NCc3ccccc3)[nH]c2c1
    -1.6	17
S=c1[nH]nc(-c2ccncc2)n1Cc1ccco1
    -0.3	5
CC(=O)Nc1cccc(OCCCOc2ccc([N+](=O)[O-])cc2)c1
    -1.3	2
CCc1ccccc1NC(=O)c1cnn(-c2ccccc2)c1C
    0.6	17
Cc1cc(NC(=O)COC(=O)CCS(=O)(=O)c2ccc(Cl)cc2)no1
    -0.7	4
O=c1[nH]c2cc3c(cc2cc1CN(Cc1nnnn1CC1CCCO1)C1CCCCC1)OCO3 (stereo unspecified)
    -0.1	58
O=C(NNC(=O)c1ccc(NC(=O)c2ccccc2)cc1)Nc1ccccc1
    -1.5	4
CCc1cc(=O)oc2cc(OCC(=O)NCCCn3ccnc3)c(Cl)cc12
    -0.7	-4

12 structures out of the list, ordered by length of the SMILES, smallest number first:
Order of values: STK33 inh	OX1R FRET antag
S=c1[nH]nc(-c2ccncc2)n1Cc1ccco1
    -0.3	5
O=C(CNC(=O)c1ccc(Cl)cc1)c1ccccc1
    -2.7	2
COc1cccc(C(=O)NCCNC(=O)c2ccco2)c1
    -0.9	6
CCc1ccccc1NC(=O)c1cnn(-c2ccccc2)c1C
    0.6	17
CCOC(=O)c1ccc(N2CN(C3CCCCC3)CNC2=S)cc1
    -1.1	9
O=C1NC2=C(CCc3ccccc32)C(c2ccc(Br)cc2)N1 (stereo unspecified)
    -0.6	23
CC(=O)Nc1cccc(OCCCOc2ccc([N+](=O)[O-])cc2)c1
    -1.3	2
O=C(NNC(=O)c1ccc(NC(=O)c2ccccc2)cc1)Nc1ccccc1
    -1.5	4
Cc1ccc2[nH]c3c(=O)n(CC(=O)N4CCN(C)CC4)ncc3c2c1
    0.6	8
CCSc1nnc(-c2cccc(S(=O)(=O)N(C)C)c2)n1-c1cc(OC)ccc1OC
    -2.7	9
O=C(NC1CCCCC1)C(c1ccncc1)N(Cc1ccc(F)cc1)C(=O)c1ccccn1 (stereo unspecified)
    -0.2	4
O=c1[nH]c2cc3c(cc2cc1CN(Cc1nnnn1CC1CCCO1)C1CCCCC1)OCO3 (stereo unspecified)
    -0.1	58

Continued.
Order of values: STK33 inh	OX1R FRET antag
O=C1/C(=C\c2cccnc2)SC(=S)N1C1CCS(=O)(=O)C1 (stereo unspecified)
    -0.2	7
COc1ccc(OC)c2[nH]c(=O)c(CCNC(=O)CC(C)C)cc12
    -10	3
CCOc1ccc(S(=O)(=O)N(C)c2ccc(OCC(=O)NCC3CCCCC3)cc2)cc1
    -0.9	4
O=C(COc1ccc(Br)cc1CO)Nc1ccc(S(=O)(=O)N2CCCCC2)cc1
    -0.4	6
CCOC(=O)Cn1nnnc1C(C(C)C)N(Cc1cccs1)Cc1cc2cc(C)ccc2[nH]c1=O (stereo unspecified)
    -0.3	24
CCc1ccc(C=NC23CN4CN(CN(C4)C2)C3)s1
    9.7	9
CCc1noc(C)c1C(=O)Nc1cccc(S(=O)(=O)N(C)c2ccccc2)c1
    -2.1	15
Cc1ccccc1CC1(CO)CCCN(Cc2ccc3c(c2)OCCO3)C1 (stereo unspecified)
    -0.6	8
Cn1c(/N=C/c2ccc3c(c2)OCO3)nc2ccccc21
    2.1	-6
CN(C)S(=O)(=O)c1cc(NC(=O)COC(=O)C2CSC3(C)CCC(=O)N23)ccc1Cl (stereo unspecified)
    -0.6	0
CCCCn1c(N)c(N(CCC(C)C)C(=O)C2=NN(c3ccccc3)C(=O)CC2)c(=O)[nH]c1=O
    -2.1	12
O=C(/C=C/c1ccccc1)OCC(=O)N1CCCC1
    -0.7	4
Cc1cc(N2CCOCC2)nc(SCC(=O)OCc2ccccc2)n1
    0.0	-10
CN(C)CCCn1c(NCc2ccc3c(c2)OCO3)nc2ccccc21
    -2.7	7
Cc1ccc(NC(=O)C2CCCN(C3=NS(=O)(=O)c4ccccc43)C2)c(O)c1 (stereo unspecified)
    0.3	5
Cc1cccc(Nc2nc(N)c([N+](=O)[O-])c(N3CCCC(C)C3)n2)c1 (stereo unspecified)
    0.7	30
COc1ccccc1/C=N/NC(=O)C(=O)NCc1cccnc1
    1.1	9
CCOC(=O)/C=C/C(=O)NNC(=O)c1ccccc1Cl
    -2.6	9
CCn1c(SCC(=O)OCC(=O)N2c3ccccc3NC(=O)C2(C)C)nnc1-c1ccco1
    -1.5	14
CC(=O)OCC1=C(C(=O)O)N2C(=O)C(NC(=O)CCn3nc(C(F)(F)F)c(Br)c3C3CC3)C2SC1 (stereo unspecified)
    1.4	15
Cc1ccc(S(=O)(=O)NNC(=O)c2cnn(-c3ccc(Cl)cc3)c2C(F)(F)F)cc1
    0.0	-3
COc1ccc2[nH]c(=O)cc(C(=O)O)c2c1
    -4.4	-4
Cn1c(=O)c(C(=O)CCl)c(N)n(CC2CC2)c1=O
    -0.2	8
Cc1ccc(S(=O)(=O)CCC(=O)Nc2nnc(-c3ccc(F)cc3)o2)cc1
    -0.2	-7
O=C(Nc1cccc(S(=O)(=O)N2CCOCC2)c1)c1cn(-c2ccccc2)nc1-c1ccc(F)cc1
    -0.6	26
COc1cccc(NC(=O)CSc2nnnn2C(C)C)c1
    -0.4	33
Cn1c(=O)n(C)c2cc(NC(=O)CCc3ccccc3)c(Br)cc21
    -0.4	11
CCCCOc1ccc(C(=O)Nc2cc(C)c(OCC(=O)N3CCOCC3)c(C)c2)cc1
    0.3	27
CSCC[C@H](NC(=O)Nc1cccc(Br)c1)C(=O)O
    -0.3	6
CSCCC(NC(=O)c1cc(CC(C)C)oc1C)C(=O)O (stereo unspecified)
    -0.9	12
COc1cc(CN2CCCC(CO)(Cc3cccc(Cl)c3)C2)cc2c1OCO2 (stereo unspecified)
    -2.1	24
O=S(N1CCCCC1)C12CC3CC(CC(C3)C1)C2 (stereo unspecified)
    -1.2	13
CCCCOc1ccc(OCCNS(=O)(=O)N(C)C)cc1
    -0.4	-2
O=C(CSc1nnc2c(Cl)cc(C(F)(F)F)cn12)NCc1ccc(F)cc1
    -0.3	3
COC(=O)[C@]1(C)CCC[C@@]2(C)C3CC[C@@]4(C)C[C@]3(CCC21)CC4=NO (stereo partly specified)
    -3.1	2
O=C(COC(=O)c1cccc(S(=O)(=O)N2CCOCC2)c1)NCc1ccc2c(c1)OCO2
    -1.3	8
C/C(=C\C(=O)c1ccccc1)Nc1ccc(N2CCOCC2)cc1
    0.0	15
CC(OC(=O)c1cc(Br)ccc1O)C(=O)NC1(C#N)CCCCC1 (stereo unspecified)
    nt	7
CCCCNS(=O)(=O)c1ccc(S(=O)(=O)NCc2ccncc2)cc1
    0.0	8
O=C(N/N=C/c1cccc(OC2CSC2)c1)c1ccccc1O
    2.6	72*
COc1cc(Cl)c(CN2CCC(CO)(CCOc3ccccc3)CC2)cc1OC
    -1.1	4
O=C(CN1CCN(c2ccc([N+](=O)[O-])cc2)CC1)c1ccccc1
    -0.6	19
COc1ccc(/C=N/NC(=O)c2ccc(COc3ccccc3Cl)o2)cc1
    -0.2	23
CC(C)c1ccc(NC(=O)CSc2nc(=O)n(CCCN3CCOCC3)c3c2CCCC3)cc1
    -0.1	9
CCCc1ccc2oc(C(=O)N3CCC(O)CC3)c(C)c2c1
    nt	13
Cc1ccnn1-c1ccc(C(=O)NCC(c2ccco2)N2CCCC2)cc1 (stereo unspecified)
    -0.5	4
COc1ccc(N2CCN(C3CC(=O)N(c4ccc5c(c4)OCCO5)C3=O)CC2)cc1 (stereo unspecified)
    6.6	-4
C/C=C1\NC(=O)[C@H](C)NC(=O)[C@@H](NC(=O)[C@@H](Cc2ccc(O)cc2)NC(=O)[C@@H](NC(=O)/C(C)=C/C)C(C)C)[C@@H](C)OC(=O)[C@H](CCCCc2ccc(O)cc2)NC(=O)[C@@H](CCC(=O)O)NC1=O
    nt	4
Cc1ccc(-c2cc3ccccc3nc2N2CCCC2)cc1
    -1.2	9
CNc1snc(C)c1C(=O)OC(C)C(=O)Nc1ccc(F)cc1 (stereo unspecified)
    -0.8	4

The listing continues.
Order of values: STK33 inh	OX1R FRET antag
CCc1noc(C)c1C(=O)OCC(=O)N(C)c1c(N)n(Cc2ccccc2)c(=O)[nH]c1=O
    -4.1	15
O=C(C1=C(O)/C(=C/c2ccc(O)cc2)CCC1)C(F)(F)F
    0.8	10
O=C(NS(=O)(=O)Oc1ccc(F)cc1F)OC[C@@H]1CCCN2CCCCC12 (stereo partly specified)
    -0.3	13
CC(C)OCCCNC(=O)c1ccc(CS(=O)(=O)c2cccc(C(F)(F)F)c2)o1
    -0.5	-4
CCc1ccc(-c2csc(NC(=O)C3=NN(c4ccccc4)C(=O)CC3)n2)cc1
    -1.6	31
O=C(CN1CCN(S(=O)(=O)c2ccccc2)CC1)Nc1ccc([N+](=O)[O-])cc1
    1.5	29

Compound activity deposited in PubChem by several laboratories.

Compounds as they come; overall some 1.8% were active at least once.
